TDP1 cell CPT = growth inhibition of DT40 Tdp1-/-;hTDP1 cells with camptothecin (screen for TDP1 inhibitors); chicken DT40 Tdp1-/-;hTDP1 cells + 20 nM CPT, ATP luminescence, 48 h; Potency, µM (doses to about 46.2 µM), without a hit: top-dose activity change, negative = growth inhibition, most hits filed as inhibitors; 420,000 compounds, 12% hits; AID 686979; note: nearly all actives have a fitted effect of over 55% in size
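Chicken DT40 Tdp1-/- cells complemented with human TDP1, 400 cells/well, exposed to compounds plus 20 nM camptothecin for at least 48 h at 37 C; viability read as ATP content by CellTiter-Glo luminescence.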
GCN5L2 inh = blocks human GCN5L2 histone acetyltransferase | Q92830 | 390,000 compounds, 0.21% hits | AID 504327 | Potency, µM (highest dose often 58.9 µM), inactives show top-dose activity change, negative = inhibition, most hits filed as inhibitors | GCN5L2 HAT assay, ThioGlo1 CoA-SH fluorescence
Target sequence (Q92830 whole entry, looked up): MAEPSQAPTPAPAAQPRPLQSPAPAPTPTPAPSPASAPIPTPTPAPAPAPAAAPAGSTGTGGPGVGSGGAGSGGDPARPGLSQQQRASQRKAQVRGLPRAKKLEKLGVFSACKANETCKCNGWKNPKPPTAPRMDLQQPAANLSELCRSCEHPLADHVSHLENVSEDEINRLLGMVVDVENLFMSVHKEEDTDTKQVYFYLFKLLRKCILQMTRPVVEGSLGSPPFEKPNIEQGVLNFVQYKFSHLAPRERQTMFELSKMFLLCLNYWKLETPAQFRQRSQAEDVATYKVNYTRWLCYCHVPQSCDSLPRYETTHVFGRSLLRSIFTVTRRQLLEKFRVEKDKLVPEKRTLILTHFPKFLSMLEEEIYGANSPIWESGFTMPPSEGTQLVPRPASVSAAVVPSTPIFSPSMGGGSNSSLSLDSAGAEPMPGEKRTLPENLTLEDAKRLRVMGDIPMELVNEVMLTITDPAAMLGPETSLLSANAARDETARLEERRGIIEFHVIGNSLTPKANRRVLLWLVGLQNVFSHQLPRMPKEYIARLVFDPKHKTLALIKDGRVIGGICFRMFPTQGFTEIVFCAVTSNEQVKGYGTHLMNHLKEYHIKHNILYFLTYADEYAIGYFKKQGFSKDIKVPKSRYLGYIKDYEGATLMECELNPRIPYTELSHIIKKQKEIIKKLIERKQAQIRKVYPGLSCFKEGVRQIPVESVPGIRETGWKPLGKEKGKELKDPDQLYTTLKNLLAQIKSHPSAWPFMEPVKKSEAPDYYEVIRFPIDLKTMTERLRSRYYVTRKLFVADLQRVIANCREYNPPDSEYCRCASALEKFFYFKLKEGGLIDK
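qHTS, 1536-well. 20nM enzyme, pH 7.5 HEPES/EDTA/Tween-20 buffer; 15 min compound preinc., RT. Start: 75uM H3(1-25), 70uM AcCoA, 50uM ThioGlo1. Read Ex340/Em540 at t=0 (autofluorescence flag) and t=20 min.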
DT40 TDP1 no CPT = qHTS for Inhibitors of human tyrosyl-DNA phosphodiesterase 1 (TDP1): qHTS in cells in absence of CPT | DT40 Tdp1-/- hTDP1 cells, no CPT, ATP luminescence, 48 h | Potency, µM (series often up to 46.2 µM), without a hit: at the highest dose activity change, negative = growth inhibition, actives largely listed as inhibitors | 420,000 compounds, 15% hits; note: nearly all actives have a fitted effect of over 55% in size
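No-CPT arm: Tdp1-/-;hTDP1 DT40 cells (400/well) plus compounds, incubated ≥48 hr at 37 °C. Readout CellTiter-Glo luminescence.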
Active calls of the source: *; ? = inconclusive; nt = not tested or not shown; & = joins results of further samples. Calls come from the whole dose curve; as a rule, active = well fitted curve in the direction sought with a large enough effect; inconclusive = small, poorly fitted or top-dose-only effect, or another doubt; inactive = no such curve, though single readings can be large; an effect the other way counts as inactive or inconclusive. % is set by controls: 0 for no effect and ±100 for the full control effect; potency is the fitted concentration of half-maximal effect.

Molecule | TDP1 cell CPT | GCN5L2 inh | DT40 TDP1 no CPT
COc1ccc(NC(=O)c2ccco2)cc1NC(=O)COc1ccc(Cl)c(C)c1 | ? | 14% | ?
COc1ccc(NC(=S)N2CCN(Cc3cccc(F)c3)CC2)c(OC)c1 | 23µM* | -4% | 21µM*
COc1ccc(C(=O)NC2CCN(C(=S)Nc3cc(C)ccc3C)CC2)cc1 | -17% | 3% | -25%
Nc1nc(Nc2cccc(Cl)c2)n[nH]1 | ? | -1% | -9%
COc1c(F)c(F)c(C(=O)Nc2ccc(NC(=O)Cc3ccccc3)cc2)c(F)c1F | 2% | -6% | 7%
CC1=C(C(=O)N(C)C)CC(CC(=O)NCCN2CCOCC2)C(=O)N1Cc1ccc(F)cc1 (stereo not given) | -12% | nt | -5%
Cc1ccc(S(=O)(=O)N(C)C)cc1NC(=O)COC(=O)c1ccc2c(c1)NC(=O)CS2 | -9% | -5% | -23%
C#Cc1ccc([C@@H]2C=C(C(=O)NCc3ccccc3)O[C@H](OCc3ccc(CO)cc3)C2)cc1 | ? | 3% | ?
COc1ccc(NC(=O)c2cc(OC)c(OC)c(OC)c2)cn1 | -11% | -1% | -4%
CCOc1ccccc1C(=O)N[C@H](C(=O)OCc1csc(CC(=O)Nc2ccc(C)cc2)n1)C(C)C | 18µM* | -14% | 15µM*
CCOc1c(Br)cc(C2NC(=O)CCC2[N+](=O)[O-])cc1OC (stereo not given) | 0% | 11% | -15%
CC(C)Oc1ccc(/C(O)=C2/C(=O)C(=O)N(CCN3CCNCC3)C2c2cccc([N+](=O)[O-])c2)cc1 (stereo not given) | 3% | -5% | -3%
Cc1ccc(Oc2nc(-c3cccnc3)nc3ccccc23)c([N+](=O)[O-])n1 | ? | -4% | ?
COc1ccc(C(C#N)N2N=C(C)CC2c2ccccc2)cc1 (stereo not given) | 0% | 4% | -14%
Cc1[nH]c2ccc(-c3n[nH]c(=S)n3-c3ccccc3)cc2c1C | -14% | -4% | ?
C=CCSc1nnc(NC(=O)CN2C(=O)NC3(CCCC3)C2=O)s1 | -5% | -5% | 2%
CCN(CC)c1ccc(NC(=O)COC(=O)CSc2ccc(Br)cc2C)cc1 | -21% | -16% | -26%
Cc1cc(NC(=O)CCSc2nc(-c3ccco3)cc(C(F)(F)F)n2)no1 | 0% | -6% | -14%
COc1ccc(Cc2nc3ccccc3n2CC(=O)N/N=C/c2ccccc2)cc1OC | ? | -1% | ?
Cn1c(=O)[nH]c(=O)c2c1nc(SCC(N)=O)n2Cc1cccc(Br)c1 | -12% | -4% | -11%
O=C(COc1ccccc1)N=C1SC2CS(=O)(=O)CC2N1c1ccc(F)cc1 (stereo not given) | -1% | -2% | 25%
O=C(c1ccc2c(=O)n3c(nc2c1)CCCCC3)N1CCN(C(c2ccccc2)c2ccccc2)CC1 | ? | -3% | ?
O=C(CCSCc1ccc(Cl)cc1)NCc1cccs1 | 24% | -8% | 6%
CN1CCCN(C(=O)C2CCC(C(=O)N3CCCN(C)CC3)CC2)CC1 (stereo not given) | 18% | -5% | -3%
COc1ccc(-c2csc3ncnc(N4CCN(c5ccccc5O)CC4)c23)cc1 | ? | -4% | 16µM*
COc1cc(OC)cc(C(=O)Nc2cc(C)nn2-c2ccccc2)c1 | -29% | 3% | -20%
O=C(O)C1=CCCN(CCON=C(c2ccccc2)c2ccccc2)C1 | -3%&-6%&6% | -1%&-1% | -18%&5%&-18%
CNS(=O)(=O)c1cc(-c2nnc(Nc3cc(C)ccc3C)c3ccccc23)ccc1C | 21µM* | -9% | 21µM*
Cc1ccc(NC(=O)N(CCC(=O)O)Cc2ccccc2)cc1 | -15% | -2% | -13%
Cc1ccc(NC(=O)c2ccc(S(=O)(=O)NCc3ccco3)cc2)nc1 | ? | 4% | ?
C=CCOc1ccc(/C(O)=C2/C(=O)C(=O)N(CCN3CCOCC3)C2c2ccc(C)cc2)cc1 (stereo not given) | -1% | -4% | -15%
CC(=O)Oc1ccc(OC(C)=O)c(SCCCCCN2CCOCC2)c1 | ? | -5% | 3.7µM*
CCOc1ccc(NC(=O)CSc2nc3ccccc3c(=O)n2CCCC(=O)N2CCCC2)cc1 | ? | -2% | -28%
CCN(CC)CCCn1c2c(c(SCC(=O)Nc3cc(C)on3)nc1=O)CCC2 | 9% | -2% | -22%
COC(=O)c1ccc(NC(=O)c2ccccc2OCC(=O)Nc2ccc(Br)cc2)cc1 | ? | nt | 10µM*
Cc1[nH]nc(SCC(=O)NCC(C)C)c1[N+](=O)[O-] | 3% | -9% | -4%
CCOC(=O)[C@]12CCCC=C1N(CCC1=CCCCC1)C(=O)[C@H](CC(=O)N1CCCC1)C2 | 2.1µM* | nt | 2.3µM*
Brc1ccc(C2=Nn3cnnc3SC2)cc1 | 2% | -2% | 4%
COC(=O)c1sccc1NC(=O)CSc1ccccc1NS(=O)(=O)c1cc(Cl)ccc1Cl | ? | 0% | ?
Cc1cc(NS(=O)(=O)c2ccc(NC(=O)/C=C/c3c(F)cccc3Cl)cc2)no1 | -2% | ? | -18%
O=C1CN(C(=O)COC(=O)CNS(=O)(=O)c2ccccc2)c2ccccc2N1 | 1% | -6% | 7%
COc1ccc(CCNC(=O)C23CCC(C)(C(=O)O2)C3(C)C)cc1OC (stereo not given) | -8% | 4% | -5%
CC(C(=O)NCC1CCCO1)N1C(=O)C2C3CC(C(Br)C3Br)C2C1=O (stereo not given) | -2% | -21% | -9%
CCN(CC)S(=O)(=O)c1cccc(-c2nnc(SCC#N)n2Cc2ccccc2)c1 | ? | -3% | ?
S=C(c1ccc(N2CCCC2)c(Br)c1)N1CCCCC1 | 21µM* | -6% | 23µM*
Cc1cccc(-c2nn3c(=O)cc(CN4CCN(C(=O)/C=C/c5ccccc5)CC4)nc3s2)c1 | -2% | -3% | ?
Cc1ccc(OCC(=O)c2c(N)n(C)c(=O)n(C)c2=O)c([N+](=O)[O-])n1 | -18% | -27% | 2%
COc1ccc(Cl)cc1C(=O)NNC(=O)CCNC(=O)c1ccccc1 | 1% | nt | -7%
COCCNC(=O)c1cc2c(-c3ccccc3F)nn(C)c2s1 | -25% | 0% | -23%
COc1ccccc1C(=O)n1nc(-c2ccc(Cl)cc2)nc1N | ? | -10% | ?
Cc1ccccc1CCNC(=O)Cn1ccc2cc(S(=O)(=O)N3CCCC3)ccc21 | 18µM* | -3% | ?
CCOC(=O)C(=O)NNc1ccc(Cl)cc1 | 25% | -10% | -11%
Cc1cc(OC(C)C(=O)Nc2ccccc2C(=O)N2CCCC2)ccc1Cl (stereo not given) | ? | 3% | ?
COc1cccc(NC(=O)[C@H](CC(C)C)NC(=O)N2CCn3c2nc2ccccc23)c1 | ? | -11% | ?
Cc1c(N2C(=O)/C(=C\C3CC=CCC3)SC2=S)c(=O)n(-c2ccccc2)n1C (stereo not given) | ? | -11% | ?
NC1CONC1=O (stereo not given) | -18% | 6% | ?
COc1ccc(CC(=O)OC(C)CN2CCOCC2)cc1 (stereo not given) | 12% | -2% | 2%
O=C(NCc1ccccn1)C1CCN(S(=O)(=O)c2cccs2)CC1 | -15% | -9% | -11%
O=C(CN1C(=O)/C(=C\c2ccccc2Cl)Sc2ccccc21)NCCCN1CCOCC1 | ? | 0% | ?
Cc1ccc(C2CC(=O)N3CN(Cc4ccco4)CSC3=C2C#N)cc1 (stereo not given) | -20% | -20% | -13%

Individual results from the list.
Value for C=CCOc1ccc(/C(O)=C2/C(=O)C(=O)N(CCN3CCOCC3)C2c2ccc(C)cc2)cc1 (stereo not given) in GCN5L2 inh: -4%
Value for Cc1ccc(Oc2nc(-c3cccnc3)nc3ccccc23)c([N+](=O)[O-])n1 in GCN5L2 inh: -4%

Exported with values under each structure: entries from further up
Sequence of screens – TDP1 cell CPT | GCN5L2 inh | DT40 TDP1 no CPT
- S=C(c1ccc(N2CCCC2)c(Br)c1)N1CCCCC1
    21µM* | -6% | 23µM*
- Cc1cccc(-c2nn3c(=O)cc(CN4CCN(C(=O)/C=C/c5ccccc5)CC4)nc3s2)c1
    -2% | -3% | ?
- Cc1ccc(OCC(=O)c2c(N)n(C)c(=O)n(C)c2=O)c([N+](=O)[O-])n1
    -18% | -27% | 2%
- COc1ccc(Cl)cc1C(=O)NNC(=O)CCNC(=O)c1ccccc1
    1% | nt | -7%
- COCCNC(=O)c1cc2c(-c3ccccc3F)nn(C)c2s1
    -25% | 0% | -23%
- COc1ccccc1C(=O)n1nc(-c2ccc(Cl)cc2)nc1N
    ? | -10% | ?
- Cc1ccccc1CCNC(=O)Cn1ccc2cc(S(=O)(=O)N3CCCC3)ccc21
    18µM* | -3% | ?
- CCOC(=O)C(=O)NNc1ccc(Cl)cc1
    25% | -10% | -11%
- Cc1cc(OC(C)C(=O)Nc2ccccc2C(=O)N2CCCC2)ccc1Cl (stereo not given)
    ? | 3% | ?
- COc1cccc(NC(=O)[C@H](CC(C)C)NC(=O)N2CCn3c2nc2ccccc23)c1
    ? | -11% | ?
- Cc1c(N2C(=O)/C(=C\C3CC=CCC3)SC2=S)c(=O)n(-c2ccccc2)n1C (stereo not given)
    ? | -11% | ?
- NC1CONC1=O (stereo not given)
    -18% | 6% | ?
- COc1ccc(CC(=O)OC(C)CN2CCOCC2)cc1 (stereo not given)
    12% | -2% | 2%

Additional compounds.
Molecule | TDP1 cell CPT | GCN5L2 inh | DT40 TDP1 no CPT
CCN(c1cccc(C)c1)S(=O)(=O)c1cc2c3c(c1)CCC(=O)N3CCC2 | ? | -4% | ?
Cc1ccc(NC(=O)CCC(=O)NNC(=O)c2ccccc2Cl)c(C)c1 | 11% | -1% | ?
CC(NC(=O)COC(=O)c1ccccc1Nc1ccccc1)c1ccccc1 (stereo not given) | ? | 2% | -27%
O=C(Nc1cccc(-c2nc3ccccc3[nH]2)c1)c1ccccn1 | 18µM* | -1% | 13µM*
Cc1ccc(S(=O)(=O)NCc2cn3ccsc3n2)c(C)c1 | -2% | -9% | -25%
CCC(C)NCCCCOc1ccc(C)cc1[N+](=O)[O-] (stereo not given) | ? | -4% | -20%
Cc1cccc(OCCCC(=O)N2CCCCCC2)c1C | ? | -1% | ?
CC(=O)n1cc([C@@H]2C=C(C(=O)NCc3ccccc3)O[C@H](OCc3ccc(CO)cc3)C2)c2ccccc21 | 7.3µM* | -5% | 9.2µM*
CC(=O)Nc1nonc1NC(=O)CSc1ncn[nH]1 | -3% | -5% | 8%
CC(NC(=O)Cn1cc([N+](=O)[O-])cn1)c1ccc(C(C)(C)C)cc1 (stereo not given) | ? | nt | ?
CC(C)Oc1ccc(CNC(=O)CCn2c(=O)c3cccn3c3ccc(F)cc32)cc1 | ? | -6% | ?
Cc1ccc(S(=O)(=O)N2CCC(C(=O)NCCc3ccccc3)CC2)cc1 | -1% | -2% | -8%
COc1cccc(NS(=O)(=O)c2cc3c(cc2C)N(C)CCO3)c1 | ? | ? | ?
Cc1ccc(NC(=O)[C@H]2O[C@@H]3OC(C)(C)O[C@@H]3[C@H]3OC(C)(C)O[C@H]32)cc1F | ? | -7% | ?
COc1ccc(-c2ccc(CN3C(C)C(=O)N(Cc4cn(CCC5OCCO5)nn4)CCS3(=O)=O)cc2)cc1 (stereo not given) | 9.2µM* | nt | 23µM*
CCOC(=O)C1=C(C(=O)OCC)c2ccc(OC)c(OC)c2C1 | 2% | nt | 18µM*
CNC(=O)NC(=O)CSc1ccc(S(=O)(=O)N2CCOCC2)cn1 | -6% | -7% | 17%
COc1ccc(-c2cc(C(=O)NC(Cc3cc4ccccc4[nH]3)C(=O)O)c(C)o2)cc1OC (stereo not given) | 7% | -10% | -14%
Cc1cccc(C(C)C)c1NC(=O)COC(=O)Cc1ccsc1 | -14% | -10% | -3%
CC(Oc1ccccc1Cl)C(=O)Nc1ccc(S(=O)(=O)Nc2nccs2)cc1 (stereo not given) | -7% | -22% | -6%
CCOC(=O)c1c(NC(=O)C(C)OC(=O)C2=COCCO2)sc2c1CCCC2 (stereo not given) | ? | -14% | ?
Cc1noc(C)c1NC(=O)N(C)C[C@@H]1Oc2cc(Br)ccc2S(=O)(=O)N([C@@H](C)CO)C[C@H]1C | -16% | nt | -2%
Cc1sc2nc(CSc3nnnn3-c3ccc(Cl)cc3)[nH]c(=O)c2c1C | ? | -7% | 16µM*
Cc1ccc(C2NC(=S)NC3=C2C(=O)CCC3)cc1 (stereo not given) | 1% | -12% | 5%
COc1ccc(NC(=O)COc2cccc3c2OC(C)(C)C3)cc1OC | 21µM* | -4% | 13µM*
CC(C)CCNC(=O)C(c1ccco1)N(CCCO)C(=O)Cn1nnc(-c2ccc(F)cc2)n1 (stereo not given) | -10% | -1% | -20%

Bioassay records (PubChem BioAssay)
